EBV gp42 inh: EBV gp42 inhibition; Q1HVG2; Fluorescence polarization binding assay, mP read-out; inhibition, % (tested at 21.74 µM); 0.42% of 220,000 active; in the data active means inhibition above about 50%
Target sequence (Q1HVG2 whole entry, looked up): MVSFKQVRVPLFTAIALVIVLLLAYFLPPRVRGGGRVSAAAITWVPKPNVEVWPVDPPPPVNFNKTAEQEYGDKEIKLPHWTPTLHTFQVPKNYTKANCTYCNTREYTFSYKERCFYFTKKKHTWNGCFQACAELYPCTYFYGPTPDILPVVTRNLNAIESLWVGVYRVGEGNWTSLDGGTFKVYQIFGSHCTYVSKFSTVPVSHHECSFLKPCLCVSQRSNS
NCF1 inh: p47phox (human) inhibition | P14598 | inhibition, % at 24.7 µM | p47phox/p22phox peptide binding, fluorescence polarization, 2 h | 0.53% of 220,000 active;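 active means inhibition above about 30%, limit read from the data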;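 further: 0% = p47phox with labelled peptide and 100% = labelled peptide alone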
TRPML3 ag: activates the human TRPML3 channel; Q8TDD5; HEK293 TRPML3-YFP, Fluo-8 calcium fluorescence; 100% = the carbachol control signal; activation, % at 3 µM; 0.29% of 220,000 active;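 active means activation above its plate's cutoff, the mean activation of the plate's test wells plus 3 SD, cut at about 12% in these data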;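 further: 0% = DMSO only wells and 100% = carbachol wells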
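Test system: HEK293 cells stably carrying human TRPML3-YFP; Doses: single dose, 3 µM final nominal compound, 0.3% DMSO final; Schedule: dye loading 1 h 37 °C then 30 min ambient, 125 s read; Technique: Fluo-8 calcium fluorescence; Benchmarks: high control carbachol 87 µM, low control DMSO.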
CHOP inhibitor: inhibitors of CHOP induction in ER stress response; 3.8% of 220,000 active; AID 2732; inhibition, % at 10 µM; CHO-K1 CHOP-promoter luciferase, tunicamycin-induced, 15-18 h;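 active means compounds that reduced the stress-induced luciferase reporter signal by more than about 70% of percent inhibition, limit read from the data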;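 further: 0% = tunicamycin plus vehicle and 100% = wells without tunicamycin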
zfTRPN1 agonist: activates the zebrafish TRPN1 channel; 0.18% of 220,000 active; HEK293 zebrafish TRPN1-YFP, Fluo-8 calcium fluorescence; 100% = response to 87 µM carbachol; activation, % at 3 µM;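 active means activation above its plate's cutoff, the mean activation of test wells on that plate plus 3 SD, cut at about 19% in these data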;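 further: 0% = DMSO alone and 100% = 87 µM carbachol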
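Control set: carbachol 87 µM as high control, DMSO as low control; system: HEK293 stable line with zebrafish TRPN1-YFP; read-out: % activation versus carbachol response; detection: intracellular calcium fluorescence with Fluo-8; doses: single test compound dose, 3 µM nominal, 0.3% DMSO; schedule: dye 1 h 37 °C plus 30 min RT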
TNF death inh: TNF-alpha cell death inhibition in Jurkat FADD-/- cells; Jurkat FADD-/- TNF necroptosis rescue, ATP luminescence, 24 h; 0 = TNF only, 100 = no-TNF cells; 0.068% of 220,000 active; activation (protection from cell death), % at 10 µM; AID 463075;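 active means activation, meaning protection from cell death, of at least 50% relative to plate controls; inactive means activation below 50%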;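 further: necroptosis triggered by 40 ng/mL TNF-alpha added together with compound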
PPC-1+TRAIL kill: PPC-1 cancer cell killing with TRAIL present. 0.41% of 220,000 active. cell killing (% activity), % at 4 µM. PPC-1 cells + TRAIL, ATPLite viability luminescence;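 active means cell killing above 50% in the first pass at 4 µM, then a duplicate retest at 5 µM averaging 50% or more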;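 further: plate controls were cells with TRAIL plus DMSO for no effect and medium-only wells lacking cells for full effect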
Runt-SMMHC FRET: blocks binding of human RUNX1 Runt domain to CBFb-SMMHC; Q01196+Q13951; Cerulean-Runt/Venus-CBFb-SMMHC FRET ratio 530/480, 1 h; inhibition, % at 20 µM; 0.74% of 220,000 active; AID 1434;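 active means mean inhibition across duplicate retests at 20 µM reaching about 50%, limit read from the data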;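 further: 0% = DMSO wells and 100% = wells with excess untagged CBFb-SMMHC; inhibitors lower the FRET ratio by blocking Runt binding to CBFb-SMMHC; some results filed as inactive read as strong as hits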
Target sequence (Q01196 whole entry, looked up, the tested form may be a part): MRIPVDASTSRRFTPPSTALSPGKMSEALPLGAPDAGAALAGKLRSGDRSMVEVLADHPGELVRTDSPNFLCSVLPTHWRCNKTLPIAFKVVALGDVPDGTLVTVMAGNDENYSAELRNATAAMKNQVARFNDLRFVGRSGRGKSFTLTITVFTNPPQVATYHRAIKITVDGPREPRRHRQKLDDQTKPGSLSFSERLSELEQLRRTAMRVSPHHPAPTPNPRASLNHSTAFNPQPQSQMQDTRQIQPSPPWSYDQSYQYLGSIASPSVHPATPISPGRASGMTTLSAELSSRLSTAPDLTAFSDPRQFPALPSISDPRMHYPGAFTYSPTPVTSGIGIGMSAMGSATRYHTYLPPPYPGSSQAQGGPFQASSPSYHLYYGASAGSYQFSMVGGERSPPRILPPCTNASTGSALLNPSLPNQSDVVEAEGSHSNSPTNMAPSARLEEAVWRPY
Target sequence (Q13951 whole entry, looked up, the tested form may be a part): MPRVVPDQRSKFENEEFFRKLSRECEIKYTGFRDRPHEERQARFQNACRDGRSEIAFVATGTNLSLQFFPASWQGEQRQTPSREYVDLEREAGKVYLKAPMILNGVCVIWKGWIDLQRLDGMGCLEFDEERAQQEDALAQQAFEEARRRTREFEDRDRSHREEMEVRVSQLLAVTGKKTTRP
MDM2 E3 inh: Mdm2 E3 ligase (human) inhibition; cell-based MDM2 ubiquitination luciferase reporter, 2 h; 0 = plate control, 100 = twice control, blank-subtracted; signal enhancement, % at 5 µM; 0.11% of 210,000 active;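 active means signal enhancement of 30% or more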;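 further: luminescence tracks abundance of the self-degrading MDM2-luciferase fusion protein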
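Timing – 2 h compound exposure at 37 °C · Assay system – mammalian cells stably expressing self-ubiquitinating, self-degrading MDM2 E3–luciferase fusion · Amount – 2000 cells seeded into each well · Measure – % luminescence enhancement versus blank-corrected plate control mean · Measured by – SteadyLite luminescence, 15 min reagent step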
Active calls of the source: *; / = not tested or not shown. No enrichment for hits. About 5.9% of those tested had a hit in this group.

1. C/C(=N\NS(=O)(=O)c1ccc(Br)cc1)c1cccs1
2. NC(=O)NOCc1ccc(Cl)cc1Cl
3. O=c1[nH]c(CSc2nnc3ccccn23)nc2ccccc12
4. COc1ccc(C2C(C(=O)N3CCCCC3)c3ccccc3C(=O)N2C)cc1 (centres undefined)
5. CCO[C@@H]1OC(C(=O)N2CCN(C)CC2)=C[C@H](C(C)(C)C)[C@H]1CCCO
6. Cc1nn(CC(=O)Nc2ccc3c(c2)OCO3)c(C)c1[N+](=O)[O-]
7. CC(C)(C)C(=O)NC(=S)N1CCCC1
8. COc1cc(NC(=O)C2CCN(S(=O)(=O)c3cccc4nonc34)CC2)cc(OC)c1

Assay by compound,1,2,3,4,5,6,7,8
EBV gp42 inh,-16,11,2,-19,-10,-3,1,-12
NCF1 inh,3,5,-4,-11,-7,-3,-4,-9
TRPML3 ag,0.1,0.5,1.7,-0.3,0.6,-0.7,0.9,0.4
CHOP inhibitor,6,17,-4,17,4,-2,18,12
zfTRPN1 agonist,-0.8,-0.5,0.6,-0.7,-0.3,-0.5,1.4,1.2
TNF death inh,3.9,2.3,1.1,-1.2,0.2,0.0,1.1,-1.2
PPC-1+TRAIL kill,-3,9,6,1,5,4,6,-2
Runt-SMMHC FRET,-2,2,-1,1,-3,-2,3,0
MDM2 E3 inh,-19,-2,-1,-17,/,-3,12,-7

9. CCOC(=O)c1[nH]c2c(c1-c1ccc(OC)cc1)C(=O)CC(c1ccc(OC)c(OC)c1)C2 (centres undefined)
10. NS(=O)(=O)c1ccc(NC(=O)COC(=O)C2CCCCC2)cc1
11. Oc1[nH]c2ccccc2c1C=NCC1CCCO1 (centres undefined)
12. CCN(C(=O)CSc1nnnn1C)c1c(N)n(Cc2ccccc2)c(=O)[nH]c1=O
13. COc1ccccc1C(=O)NCC(=O)N/N=C/c1cn[nH]c1-c1ccccc1
14. COc1cccc(NC(=O)N2CCC(C(N)=O)(N3CCCCC3)CC2)c1
15. COc1ccccc1-n1c(SCC(=O)N(C)C2CCS(=O)(=O)C2)nc2ccccc2c1=O (centres undefined)
16. COc1ccc(C2Nc3ccccc3C(=O)N2c2ccc(C)cc2)cc1Cn1nnc2ccccc21 (centres undefined)

Assay by compound,9,10,11,12,13,14,15,16
EBV gp42 inh,-2,-11,-7,-10,4,-26,-10,-2
NCF1 inh,-16,-11,-10,-3,-16,-9,-6,-10
TRPML3 ag,0.3,0.4,1.3,0.2,0.2,1.1,0.6,-1.0
CHOP inhibitor,26,8,33,23,14,-15,2,-4
zfTRPN1 agonist,-2.5,1.6,1.2,0.7,1.6,0.1,1.0,-0.6
TNF death inh,-4.1,0.1,-0.2,0.4,-0.6,0.1,1.4,-9.4
PPC-1+TRAIL kill,3,6,-13,-10,21,-1,-4,23
Runt-SMMHC FRET,-4,1,-2,2,-4,-1,-1,-3
MDM2 E3 inh,/,-5,-2,-1,-12,-25,-17,-2

17. CCOC(=O)c1cnc(-n2nc(C)cc2C)[nH]c1=O
18. C=CC(C)N1C(=O)S/C(=C\c2ccc(N3CCOCC3)cc2C)C1=O (centres undefined)
19. COCCNCC(=O)Nc1ccccc1Sc1ccccc1
20. O=C(NCCc1ccc(Cl)cc1)c1cnccn1
21. CCCCNC(=O)C(=O)N/N=C/c1ccc(OCc2ccccc2)cc1
22. O=C(O)C1=C[C@H](c2ccccc2)C[C@H](OCc2ccc(CO)cc2)O1
23. CC(=O)/C(=N/Nc1ccc(C)cc1)Sc1nnc(CCc2ccccc2)n1-c1ccccc1
24. O=c1c2ccccc2nnn1COc1cccc(Cl)c1

Assay by compound,17,18,19,20,21,22,23,24
EBV gp42 inh,-8,-33,-12,6,-10,-2,9,1
NCF1 inh,1,-29,4,/,-9,/,1,0
TRPML3 ag,0.3,0.9,0.1,0.3,0.4,0.7,0.6,0.9
CHOP inhibitor,11,20,-4,17,43,14,30,14
zfTRPN1 agonist,-0.1,1.0,-0.5,-0.8,1.1,0.5,0.0,-1.1
TNF death inh,3.3,4.1,-0.5,-0.9,-0.7,0.5,1.0,1.8
PPC-1+TRAIL kill,5,-6,24,-4,8,16,4,-3
Runt-SMMHC FRET,1,-38,0,-4,2,-3,-2,0
MDM2 E3 inh,-6,-10,-9,-13,-5,/,10,12

25. CCC1CCCCN1C(=O)Nc1cc(Cl)ccc1OC (centres undefined)
26. COc1cc(OC)c(N(C)S(=O)(=O)c2cccc(C(=O)NC(C)C3CC4CCC3C4)c2)cc1Cl (centres undefined)
27. CCOc1ccccc1C1CC(c2ccccc2)Nc2nc(N)nn21 (centres undefined)
28. C=CCNC(=S)NNC(=O)c1cc(Cl)ccc1OC
29. CCC(C)N(C)C1CCN(C(=S)Nc2ccc(OC)cc2)CC1 (centres undefined)
30. O=c1oc2cc([N+](=O)[O-])ccc2nc1/C=C(\O)c1cccc(Br)c1
31. COc1ccc(OCCNS(=O)(=O)c2ccccc2)cc1
32. Cc1nn(Cc2ccccc2)c(C)c1C(=O)NCCN1C(=O)S/C(=C\c2ccc(F)cc2)C1=O

Assay by compound,25,26,27,28,29,30,31,32
EBV gp42 inh,-8,-14,7,-8,-1,-47,-1,-8
NCF1 inh,-11,-12,-4,-3,-4,-59,-4,20
TRPML3 ag,-0.4,0.0,1.4,0.1,0.0,0.7,-0.2,0.9
CHOP inhibitor,18,-7,-8,-7,5,7,29,56
zfTRPN1 agonist,-1.3,0.1,2.8,-1.3,-0.9,0.3,0.3,-0.3
TNF death inh,0.5,2.9,-0.3,-1.0,2.5,4.5,0.8,1.0
PPC-1+TRAIL kill,4,22,17,-14,14,34,6,4
Runt-SMMHC FRET,-2,3,-10,-2,-12,-6,4,-6
MDM2 E3 inh,-19,/,-10,-1,-5,-2,1,2

33. CCOC(=O)C1=NN(C(=O)c2ccc(C)cc2)C(O)(c2ccc(Cl)cc2)C1 (centres undefined)
34. O=C1C2CC=C(Cl)CC2C(=O)N1c1ncn[nH]1 (centres undefined)
35. O=C(CSc1n[nH]c(-c2ccco2)n1)Nc1sc2c(c1C(=O)Nc1ccccc1)CCCC2
36. O=C1Nc2ccccc2S/C1=C/c1cccs1
37. Cc1ccc(NC(=S)N/N=C2/CCCCc3ccccc32)cc1
38. Cc1ccc(-n2ncc3c(=O)n(CC(=O)N4CCCCCC4)cnc32)cc1
39. CCCc1n(CC(O)COC2CCCCC2)c2ccccc2[n+]1C (centres undefined)
40. COC(CNC(=O)c1ccc(N2CCC3(CC2)OCCO3)c([N+](=O)[O-])c1)OC

Assay by compound,33,34,35,36,37,38,39,40
EBV gp42 inh,-22,-21,-8,-19,-2,/,-11,-8
NCF1 inh,-27,-9,-35,-5,-8,/,-2,-7
TRPML3 ag,18*,1.1,0.1,0.2,-0.2,-0.2,-0.8,0.0
CHOP inhibitor,-26,-22,53,34,-2,/,-6,11
zfTRPN1 agonist,25*,1.3,-0.9,1.0,0.4,-0.3,-1.4,0.9
TNF death inh,-1.1,-0.4,-0.4,1.0,1.8,-1.8,-0.6,0.7
PPC-1+TRAIL kill,26,8,17,8,-7,16,/,3
Runt-SMMHC FRET,-6,-5,-2,-14,3,4,/,-8
MDM2 E3 inh,-2,6,-15,-3,/,-24,0,-8

41. COc1nc(/C=C/N(C)C)c([N+](=O)[O-])c(OC)n1
42. CCCCNC(=O)c1ccccc1NC(=O)c1ccc2c(c1)OCO2
43. Cc1nnsc1SCCNC(=O)Nc1ccc(Cl)cc1
44. CC(C)c1ccc(CNC(=O)CCc2ccccc2)cc1
45. Cc1ccc(N=Cc2ccc(O)cc2O)cc1F
46. CCN(CC)C(=O)CSc1nc(-c2ccc(C)cc2)nc2c1COC(C)(C)C2
47. O=c1c2sc3ccccc3c2[nH]c(=S)n1CCN1CCOCC1
48. Cc1ccccc1C(=O)N/N=C/c1ccncc1

Assay by compound,41,42,43,44,45,46,47,48
EBV gp42 inh,-6,-6,-1,-6,0,-9,-6,-13
NCF1 inh,-3,-5,-6,1,-15,0,-10,-13
TRPML3 ag,0.1,0.8,7.5,-0.8,0.8,-1.1,0.3,1.1
CHOP inhibitor,19,16,38,14,21,-8,-39,4
zfTRPN1 agonist,-0.2,0.1,15,-2.5,0.3,-1.1,1.1,0.1
TNF death inh,-17,0.9,3.3,1.5,-2.7,2.4,-1.2,-2.7
PPC-1+TRAIL kill,-7,29,8,7,2,-3,-11,-9
Runt-SMMHC FRET,-6,-2,-1,0,-4,-14,7,-1
MDM2 E3 inh,-25,-32,-18,-22,-3,-20,-9,-4

Reformatted as tab-separated lines: entries from further up
no.	SMILES	EBV gp42 inh	NCF1 inh	TRPML3 ag	CHOP inhibitor	zfTRPN1 agonist	TNF death inh	PPC-1+TRAIL kill	Runt-SMMHC FRET	MDM2 E3 inh
46	CCN(CC)C(=O)CSc1nc(-c2ccc(C)cc2)nc2c1COC(C)(C)C2	-9	0	-1.1	-8	-1.1	2.4	-3	-14	-20
47	O=c1c2sc3ccccc3c2[nH]c(=S)n1CCN1CCOCC1	-6	-10	0.3	-39	1.1	-1.2	-11	7	-9
43	Cc1nnsc1SCCNC(=O)Nc1ccc(Cl)cc1	-1	-6	7.5	38	15	3.3	8	-1	-18
44	CC(C)c1ccc(CNC(=O)CCc2ccccc2)cc1	-6	1	-0.8	14	-2.5	1.5	7	0	-22
48	Cc1ccccc1C(=O)N/N=C/c1ccncc1	-13	-13	1.1	4	0.1	-2.7	-9	-1	-4
45	Cc1ccc(N=Cc2ccc(O)cc2O)cc1F	0	-15	0.8	21	0.3	-2.7	2	-4	-3

Next compounds.
49. CC(C)[C@H](NC(=O)Nc1cccc(Br)c1)C(=O)O
50. Cc1cc(C)c(S(=O)(=O)NCC(CCC(=O)O)C(F)(F)F)c(C)c1 (centres undefined)
51. CCn1c(SCC(=O)Nc2nc(-c3ccccc3)cs2)nnc1-c1ccccc1O
52. Cc1cc(O)c(N)c(C)c1Cl
53. Cc1ccc(Nc2c(-c3ccc(C)o3)nc3cnccn23)cc1
54. N/C(=N\c1nc2c(c(=O)[nH]1)CCC2)Nc1cccc(Cl)c1

Assay by compound,49,50,51,52,53,54
EBV gp42 inh,1,5,-2,-20,-9,-10
NCF1 inh,2,3,-17,-7,-12,-9
TRPML3 ag,0.9,0.5,1.4,0.4,0.4,0.2
CHOP inhibitor,12,-5,19,11,-67,34
zfTRPN1 agonist,-0.2,1.2,4.7,0.7,-0.5,-1.4
TNF death inh,1.2,2.0,1.2,-2.5,-3.6,-2.4
PPC-1+TRAIL kill,10,9,25,-10,-7,10
Runt-SMMHC FRET,-2,1,-3,21,30,-2
MDM2 E3 inh,8,-2,-2,5,-12,0

Screening results from PubChem.
